High-throughput results (PubChem BioAssay)
MITF primary: blocks human microphthalmia-associated transcription factor. O75030. AlphaScreen MITF homodimerization, bead proximity signal. inhibition, % at 2.6 µM. 650,000 compounds, 0.91% hits. AID 1259374; in the data active = inhibition above about 50%;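 note: 0% = vehicle wells with protein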
Target sequence (O75030 whole entry, looked up): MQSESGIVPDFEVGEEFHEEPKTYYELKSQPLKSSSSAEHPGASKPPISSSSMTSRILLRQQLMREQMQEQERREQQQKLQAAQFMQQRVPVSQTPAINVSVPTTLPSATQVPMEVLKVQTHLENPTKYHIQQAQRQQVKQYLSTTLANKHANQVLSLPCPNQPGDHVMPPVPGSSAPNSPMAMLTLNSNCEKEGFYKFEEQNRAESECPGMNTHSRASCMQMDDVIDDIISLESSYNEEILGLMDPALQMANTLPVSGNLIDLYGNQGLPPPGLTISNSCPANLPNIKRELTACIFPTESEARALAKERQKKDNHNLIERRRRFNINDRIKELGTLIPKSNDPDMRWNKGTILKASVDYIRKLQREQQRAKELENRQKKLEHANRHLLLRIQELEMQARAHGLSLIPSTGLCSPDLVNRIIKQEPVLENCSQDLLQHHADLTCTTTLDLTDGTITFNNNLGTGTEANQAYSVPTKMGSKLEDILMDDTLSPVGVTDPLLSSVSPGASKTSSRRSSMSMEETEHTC
TEAD-YAP block: TEAD-YAP interaction inhibition. 640,000 compounds, 1.4% hits. HEK-TIYL cells, TEAD-Gal4/YAP UAS-luciferase luminescence. inhibition, % at 9.12 µM; in the data active = inhibition above about 32%;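 note: 0% = median of test compound wells and 100% = reference inhibitor wells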
FBW7 activator: activators of human E3 ligase FBW7; Q969H0; AID 1259310; normalized activity (activation), % at 26.1 µM; AlphaScreen FBW7–phospho-cyclin E peptide binding, activator screen; 650,000 compounds, 0.13% hits; in the data active = normalized activity above about 1.9%;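 note: purified mutant Fbw7 with reduced substrate affinity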
GPR151 activ: activates the human receptor GPR151; Q8TDV0; PathHunter beta-arrestin GPR151 cells, luminescence; activation, % at 11.2 µM; 650,000 compounds, 1% hits; in the data active = activation above about 4.9%;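 note: 0% = median of compound wells and 100% = cells with positive control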
Target sequence (Q8TDV0 whole entry, looked up): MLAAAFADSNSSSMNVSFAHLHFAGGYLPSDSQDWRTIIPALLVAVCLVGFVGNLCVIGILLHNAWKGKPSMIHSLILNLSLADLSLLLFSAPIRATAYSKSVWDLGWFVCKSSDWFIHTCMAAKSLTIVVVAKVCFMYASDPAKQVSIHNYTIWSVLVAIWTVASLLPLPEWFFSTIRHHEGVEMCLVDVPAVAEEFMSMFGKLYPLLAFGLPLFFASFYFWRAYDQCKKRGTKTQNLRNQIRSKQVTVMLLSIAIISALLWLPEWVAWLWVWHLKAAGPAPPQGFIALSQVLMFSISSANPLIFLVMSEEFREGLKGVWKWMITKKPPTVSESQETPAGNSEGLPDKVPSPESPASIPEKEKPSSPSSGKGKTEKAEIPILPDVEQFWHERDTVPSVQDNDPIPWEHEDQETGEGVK
* = called active by the depositor.

Molecule	MITF primary	TEAD-YAP block	FBW7 activator	GPR151 activ
O=C(NCCOc1ccccc1)c1ccc2nc(Nc3ccccc3)sc2c1	7.9	-37.6	0.1	-0.6
C=CCc1cccc(/C=N/NS(=O)(=O)c2ccc(Cl)cc2)c1O	5.9	-6.3	-0.1	0.6
COc1ccc(Br)cc1C(=O)NC(=S)Nc1cccc(-c2nc3ncccc3o2)c1	8.7	-4.8	0.7	-0.5
O=S(=O)(c1ccc(Br)cc1)N1CCSC1c1ccccc1Cl (centres undefined)	-6.5	-8.0	0.1	0.2
COc1cc2c(cc1OC)C(c1ccc([N+](=O)[O-])cc1)NCC2 (centres undefined)	13.8	5.9	0.5	0.2
COc1ccc(Cl)cc1C(=O)OCC(=O)Nc1ccc2c(c1)C(=O)c1ccccc1C2=O	-5.4	-12.7	-0.2	-0.2
Cc1ccc(OCCCC(=O)Nc2ccccc2F)cc1	-8.2	1.6	-0.1	1.2
Cc1ccc(N(C(=O)COc2ccccc2C)S(=O)(=O)c2ccc(Cl)cc2)cc1	1.6	4.1	-0.1	1.4
COc1ccc(Cl)cc1NC(=O)COCC(=O)O	8.4	0.1	-0.1	1.0
COc1nn(C)cc1C(=O)Nc1ccc(C(=O)NCCC2=CCCCC2)cc1	-15.9	6.0	0.3	-0.4
N=C1/C(=C/c2cccn2Cc2ccc(Cl)cc2)C(=O)N=C2SC=CN12	13.5	-1.3	0.6	-0.5
CCN=Cc1c(O)n(-c2c(C)cc(C)cc2C)c(=O)[nH]c1=O	-5.4	-5.6	-0.2	-0.1
O=C(NCC1CCCO1)c1ncoc1-c1ccc2ccccc2c1 (centres undefined)	5.1	-85.0	0.2	0.1
COc1cc([N+](=O)[O-])ccc1NC(=O)c1cc2ccccc2cc1OC	-0.3	14.7	-0.1	1.5
O=C1NC2(CCN(Cc3ccccc3F)CC2)C(=O)N1CCc1ccccc1	8.0	3.6	-0.7	2.0
Cn1cc(CCC(=O)N2CCC(C(N)=O)CC2)c2ccccc21	-6.3	-16.7	-0.2	-0.2
N#Cc1ccccc1Nc1sc(C(=O)c2ccccc2)c(N)c1C(N)=O	-5.7	-3.4	0.0	0.7
COc1cccc(C2Oc3c(OC)cccc3C3CC(c4ccc(C)o4)=NN32)c1 (centres undefined)	-1.0	37.6*	0.0	-0.9
COCCNC(=O)Cn1cc(/C=C(\C#N)C(=O)Nc2ccc(OC)cc2)c2ccccc21	-3.8	-5.6	-0.1	2.8
CN1C(=O)CC(C(=O)Nc2ccc(F)cc2)SC1=Nc1cccc(C(F)(F)F)c1 (centres undefined)	-8.5	4.1	0.0	-0.2
Cc1ccc(-n2nc3c(c2NC(=O)c2c(F)cccc2F)CSC3)c(C)c1	13.7	7.1	1.3	0.3
C=CCn1c(SC#N)nc2sc3c(c2c1=O)CCCC3	1.4	-7.2	-0.1	0.2
c1ccc(Cn2nnc3c(N4CCC5(CC4)OCCO5)ncnc32)cc1	-0.8	-14.5	-0.2	1.5
Cc1nonc1N=NN(Cc1ccccc1)c1nonc1C	-2.5	-25.3	0.1	0.3
O=C(O)/C=C\C(=O)NCc1cccc(CNC(=O)/C=C\C(=O)O)c1	-6.9	-10.0	0.1	0.7
CC(=O)N(C(C)=O)c1cccc(C(=O)c2cccc(N(C(C)=O)C(C)=O)c2)c1	5.3	3.0	0.1	0.7
Cc1nc(-c2ccc(NC(=O)Cc3ccc(Cl)cc3)cc2)cs1	21.1	3.0	0.8	0.8
O=C(CCn1c(=S)[nH]c2ccccc2c1=O)N1CCc2ccccc2C1	2.2	3.0	0.0	-0.9
CC(C)(C)C(=O)COC(=O)c1ccc(O)cc1	3.3	3.2	0.1	1.5
CCCn1c(SCC(=O)Nc2nc(C)c(C)s2)nnc1-c1ccco1	5.4	11.1	-0.1	1.3
Cc1nn(-c2ccccc2)c(-n2cccc2)c1C(=O)N1CCC(C(=O)NCCN(C)C)CC1	-7.4	-9.6	0.1	-0.7
O=C(NC1CCCCC1)C1CCN(C(=O)NCc2ccccc2)CC1	-3.2	-14.5	0.0	-0.9
Cc1cc(N2CCOCC2)nc2ccc(NC(=O)COc3ccc(Cl)cc3Cl)cc12	12.6	7.5	0.7	0.4
CCCCN(C)CCCNC(=O)Cn1nc(-c2ccccc2)ccc1=O	3.8	-6.2	-0.1	1.1
CC(=O)NCC(=O)Nc1ccc2nc(Nc3cccc(Cl)c3)cc(C)c2c1	45.1	-1.2	-0.2	0.1
O=C(Cn1c2[n+](c3ccccc31)CC(O)CS2)N1CCCCCC1 (centres undefined)	-15.8	1.1	-0.1	1.0
CC(=O)c1ccc(NS(=O)(=O)c2cccc(C(C)=O)c2)cc1	-3.1	5.7	-0.2	0.7
O=C(O)/C=C\C(=O)Nc1cccc(Cl)c1Cl	-5.4	0.6	-0.1	-0.1
COC(=O)C1=CN(Cc2ccc(Cl)cc2)C=C(C(=O)OC)C1c1ccc(OCc2ccccc2)cc1	-0.2	-1.3	-0.2	1.5
C=CCC1Nc2ccc(C)cc2C=C1c1ccc2cc(C)ccc2n1 (centres undefined)	-1.2	-58.4	0.0	1.2
c1nc(NCCN2CCOCC2)c2sc3nc(N4CCOCC4)c4c(c3c2n1)CCCC4	10.1	-3.6	-0.4	0.1
O=C(Nc1cccc2ccccc12)c1cccc(NC(=O)c2ccccc2F)c1	-5.2	-9.3	0.0	0.2
NNC(=O)c1sc(-c2ccccc2)cc1N	-4.8	1.9	0.3	-0.1
COc1cccc(-c2noc(-c3ccco3)n2)c1	21.6	-58.8	0.2	-1.4
CCOc1cc(C2C(C(=O)OCCSCC)=C(C)NC3=C2C(=O)CC(c2ccccc2)C3)ccc1O (centres undefined)	7.7	8.5	0.6	1.2
Cc1cn2c3c(=O)n(CCC(C)C)c(=O)n(C)c3nc2n1-c1ccc(F)cc1	11.3	-1.9	0.1	-0.4
COc1ccc(C2CC(c3ccco3)=Nc3ccccc3S2)cc1OC (centres undefined)	8.9	-4.3	0.1	2.1
COC(=O)C(C)Oc1cc2oc(=O)c3c(c2cc1Cl)CCC3 (centres undefined)	1.8	0.9	0.2	0.9
Cc1ccc(-c2csc3c(=O)n(C)c(SCC(=O)Nc4cccc(C)c4C)nc23)cc1	17.9	-1.2	0.8	-0.8
O=C(O)Cc1ccc(NC(=O)COc2ccccc2[N+](=O)[O-])cc1	-2.4	6.5	-0.1	0.0
CNC(=O)c1ccccc1Nc1cc(Nc2ccc3c(c2)CC(=O)N3C)ncc1C(F)(F)F	-3.3	64.6*	-0.1	-1.6
Cc1cnc(-c2c(C)nn(C)c2C)nc1NC1CCN(Cc2ccccc2)CC1	-8.3	-3.2	-0.1	-1.8
CCCCOC(=O)Nc1ccc(C(N)=O)cc1	10.4	-21.2	0.3	-0.2
O=C1CC(c2ccc(O)cc2)c2cc3c(cc2N1)OCO3 (centres undefined)	-3.2	11.2	-0.1	0.5
COCc1cc(C)nc2sc(C(=O)Nc3cc(Cl)ccc3O)c(N)c12	0.6	-14.1	0.0	1.1
CCc1ccccc1NC(=O)CSc1nc(C)c(C(=O)Nc2ccccc2)c(-c2ccc(Cl)cc2)c1C#N	-9.9	4.2	-0.1	0.3

(more compounds)
Molecule	MITF primary	TEAD-YAP block	FBW7 activator	GPR151 activ
COc1ccc(NS(=O)(=O)c2cc(N)ccc2OC)cc1Br	-2.0	15.4	-0.2	0.8
C=CCNCCOc1cc(C)cc(C(C)C)c1	-19.1	-12.9	0.3	-1.0
CCOc1cc(/C=N/NC(=O)CSc2cc(C)nc3ccccc23)ccc1O	7.7	14.9	0.0	-0.7
CC(=O)NCCc1nc2cc(NC(=O)COc3ccccc3)ccc2n1C	2.1	-41.4	-0.1	0.5
COC(=O)C1=C(C)N=c2s/c(=C\c3ccccn3)c(=O)n2C1c1ccc(C(C)C)cc1 (centres undefined)	0.5	-0.9	-0.1	-1.0
CN1CCC(N(C)Cc2ccc(Br)o2)CC1	30.9	0.8	-0.2	-0.6
O=C(NC1CCCC1)c1ccc2c(c1)N(Cc1ccccc1F)C(=O)CS2	-1.3	20.4	-0.1	-0.9
CC(=O)c1ccc(S(=O)(=O)Nc2cc(S(=O)(=O)N3CCOCC3)ccc2O)cc1	-9.2	1.1	-0.1	-1.2
COCC(C)NC(=O)c1cc(-c2cccc(Cl)c2)on1 (centres undefined)	7.2	-20.0	0.0	0.1
Cc1nn(C)cc1CN(C)C(Cc1ccccc1F)C1CCN(C(=O)c2cccnc2)CC1 (centres undefined)	-5.3	-12.4	-0.1	-0.9
CCC(=O)c1ccc(OCC(=O)NCCCN2CCCC2=O)cc1	-7.0	1.8	-0.1	3.8
O=C(Nc1ccccc1)C1CC12CCN(C(=O)Cc1cccc(Cl)c1)CC2 (centres undefined)	-11.7	3.1	-0.2	0.7
CCOCCOCCC(C(=O)O)P(=O)(c1ccccc1)c1ccccc1 (centres undefined)	5.7	5.9	-0.1	-1.2
CCCCC1CN(CCNC(=O)CCc2c(C)nn(C)c2C)Cc2ccccc2O1 (centres undefined)	4.6	5.1	-0.1	-0.3
CC(=O)N1CCC(N(C(=O)COc2ccccc2C(=O)NC2CCCCC2)C2CC2)CC1	1.1	-2.7	-0.2	2.2
Cc1ccc(C2=NC(=O)/C(=C/c3cccc(O)c3)S2)cc1	-11.2	9.7	-0.2	-0.3
CN(Cc1ccccc1)S(=O)(=O)c1ccc(F)c(C(=O)Nc2ccc(Cl)c(Cl)c2)c1	18.6	15.3	0.0	0.3
Fc1ccccc1Nc1ncnc2sc3c(c12)CCCC3	1.1	-9.4	-0.1	-0.3
O=C(CCC(=O)Nc1cc(C(F)(F)F)ccc1Cl)N/N=C\c1ccccc1O	1.2	9.5	0.1	4.0
O=C(c1cccc([N+](=O)[O-])c1)N1CCN(c2nnnn2-c2ccccc2)CC1	5.4	-0.2	-0.1	0.8
COc1ccc2cc(C#N)c(SCC(=O)Nc3nc(C)cs3)nc2c1	0.9	-22.6	0.5	-0.3
COc1cc(CN2CCNC(=O)C2CC(=O)NCCCn2cccn2)cc(OC)c1 (centres undefined)	11.8	-0.3	0.0	2.2
Cc1cc(C)c(S(=O)(=O)N2CCN(Cc3ccccc3)CC2)c(C)c1	3.9	0.2	-0.1	-0.7
O=C(NCCc1ccc(Cl)cc1)c1cccc(NC2=NC3CS(=O)(=O)CC3S2)c1 (centres undefined)	2.3	6.3	0.2	-0.3
COCCCNC(=O)CSc1nc2ccsc2c(=O)n1CCCCCC(=O)NCCc1ccc(OC)c(OC)c1	6.4	-2.1	-0.1	0.2
CCOC(=O)c1c(NC(=O)c2nn3c(C(F)(F)F)cc(-c4cccs4)nc3c2Cl)sc2c1CCC2	12.2	10.2	0.3	-0.4
COCCOC(=O)C1=C(C)NC2=C(C(=O)CCC2)C1c1ccccc1 (centres undefined)	8.4	5.0	0.4	0.7
COc1cccc(CCc2nc3c(OC)cc(-c4cn[nH]c4)cc3c(=O)[nH]2)c1	15.9	36.4*	1.2	-0.6
CC(NC(=O)CCc1ccccc1)c1nnc2n1CCN(Cc1ccc(Cl)cc1)CC2 (centres undefined)	10.1	4.0	0.1	0.3
Cc1cc(C)nc(SCc2nc3ccccc3[nH]2)n1	-4.8	-25.2	-0.3	0.2
O=c1[nH]ncc(N/N=C\c2ccc(O)cc2)c1Cl	0.9	28.9	-0.1	-6.2
O=C(NCc1ccco1)C1CCN(S(=O)(=O)c2cccnc2)CC1	-6.2	5.2	0.0	0.0
O=C(Nc1ccc(Cl)cc1)NN1CC(=O)N(c2cccc(C(F)(F)F)c2)CC1=O	4.7	1.5	-0.2	0.5
COc1ccc(OCCOC(=O)/C=C/c2ccc(OCC#N)c(OC)c2)cc1	-0.8	9.7	-0.1	0.9
Cn1c(=O)oc2cc(S(=O)(=O)N3CCC(C(=O)N4CCCCCC4)CC3)ccc21	17.6	12.7	0.2	0.5
C=Cn1c(C)c(C(C#N)=C(C#N)C#N)c2c1CCCC2	19.9	17.4	1.0	-1.5
C=CCN(CC=C)C(=O)c1cc2c(n(-c3ccccc3)c1=O)CC(C)(C)CC2=O	19.3	10.9	0.1	0.1
CC(C)Nc1ncnc2c1c(-c1ccccc1)cn2-c1ccccc1	-7.0	-14.4	-0.3	-0.6
Brc1cccc(CNCc2ccc3c(c2)OCO3)c1	10.3	7.8	-0.1	1.6
COC(=O)c1cc2ccc3c(c2oc1=O)CN(c1ccccc1)CO3	2.3	7.6	0.5	-0.7
